USP2a inh = inhibitors of human ubiquitin-specific protease USP2a; O75604; USP2 core, Ub-CHOP2 coupled fluorogenic reporter, 485/531; Potency, µM (doses to about 38.3 µM), for inactives: at the top dose activity change, negative = inhibition, usual class: inhibitors; 330,000 tested, 0.01% active; AID 463254;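 also: potency is read from the fitted curve at half-maximal effect; plate controls were DMSO wells for no effect and full inhibition by NEM control for full effect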
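Deubiquitinase activity read as fluorescence (485/531 nm) after Ub-CHOP2 cleavage activates the enterokinase reporter on its substrate; USP2 core 10nM, Ub-CHOP2 and substrate 25nM each, 30min compound preincubation then 60min RT; data normalized to NEM, curves fitted.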
B2AR arrestin = agonists driving beta-arrestin recruitment to human beta2-adrenergic receptor. Potency, µM (top dose mostly 46.1 µM), inactives show at the top dose activation, most hits filed as activators. 330,000 tested, 0.02% active. beta-arrestin recruitment to beta2AR, cell-based reporter;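 also: potency is read from the fitted curve at half-maximal effect; 0% = DMSO controls and full agonism = EC100 isoproterenol or metaproterenol; nearly all actives have a fitted effect of over 65% in size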
Eya2 phos inh = inhibitors of human Eya2 phosphatase activity. O00167. recombinant Eya2, OMFP fluorescence dephosphorylation (OMFP is methylfluorescein phosphate). Potency, µM (top dose mostly 76.9 µM), without a hit: at the highest dose activity, negative = inhibition, most hits filed as inhibitors. 330,000 tested, 0.006% active; also: potency is read from the fitted curve at half-maximal effect; % is scaled to controls: 0 for no effect and ±100 for the full control effect
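Eya2 (0.2 uM) preincubated 10 min at ambient with compound, then OMFP substrate added at 50 uM; 10 min reaction in 50 mM HEPES pH 7.5, 50 mM NaCl, 5 uM MgCl2, 0.05% BSA, 1 mM DTT. Fluorescence read at Ex 485/Em 525 nm.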
PTAP TSG101 blk = blocks PTAP/TSG101 interaction to inhibit HIV-1 budding | Q99816 | Potency, µM (top dose mostly 115 µM), inactives show top-dose activity change, negative = inhibition, most hits filed as inhibitors | 340,000 tested, under 10 active | Fluorescence polarization, FITC-PTAP peptide / Tsg101 binding; active = well fitted inhibition curve with a large enough effect in the main read-out, with a control signal flat, not every such curve was filed as active; inconclusive = small, poorly fitted or top-dose-only effect, or effect the other way, or a change in a side signal; inactive = no such curve, though single readings can be large or run the other way; also: potency is read from the fitted curve at half-maximal effect; % of control where 0% means no effect
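Compounds were pin-transferred onto Tsg101 binding domain (10 uM final) in HEPES pH 7.5 buffer, then FITC-PTAP peptide was added at 50 nM final. After 20 min at RT, polarization reported peptide displacement across a qHTS concentration series.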
ELG1 DNA repair = inhibitors of ELG1-dependent DNA repair in HEK293T cells; HEK293T ELG1-luciferase reporter, luminescence, 16 h; DNA damage induced by 5-fluorouridine; Potency, µM (titrated, usually from 46.1 µM), inactives show at the top dose activity change, negative = inhibition, usual class: inhibitors; 330,000 tested, 2.3% active; AID 504467; also: potency is read from the fitted curve at half-maximal effect; % is scaled to controls: 0 for no effect and ±100 for the full control effect; nearly all actives have a fitted effect of over 55% in size
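Step one: seed 2,000 cells per well. Step two: pin-transfer compound or DMSO alongside 5-fluorouridine. Step three: incubate 16 hr, 37 °C, 5% CO2. Step four: add ONE-Glo, wait 30 min, read luminescence.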
Chronic BCR inh = inhibitors of chronic active B-cell receptor signaling; ABC-DLBCL IkBa-CBG/CBR reporter, luminescence ratio, 4 h; Potency, µM (highest dose often 46.1 µM), without a hit: top-dose ratio change, negative = lower green/red ratio, usual class: inhibitors; 340,000 tested, 0.05% active; AID 493014; active = well fitted inhibition curve with a large enough effect in the signal ratio, with a control signal flat, not every such curve was filed as active; inconclusive = small, poorly fitted or top-dose-only effect, or effect the other way, or a change in a side signal; the % refers to the signal ratio;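 also: potency is read from the fitted curve at half-maximal effect; plate controls were basal doxycycline-induced cells for no effect and cells given 10 µM MG132 for full effect; MG132 reads +100%, hits lower the ratio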
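Compounds up to 46 uM were incubated four hours with TMD8 cells whose green CBG68 luciferase is fused to IkappaBalpha; red CBR luminescence normalised the signal, and concentration-effect curves were fitted to fusion, red and ratio data.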
Mito fusion act = inhibitors of mitochondrial division or activators of mitochondrial fusion; S. cerevisiae fusion-defective mutant growth rescue, CellTiterGlo 48 h; 320,000 tested, 0.23% active; Potency, µM (highest dose often 46.1 µM), for inactives: top-dose growth rescue (activation), actives largely listed as activators;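 also: potency is read from the fitted curve at half-maximal effect; % of control where 0% means no effect; nearly all actives have a fitted effect of over 45% in size; temperature-sensitive fusion mutants such as fzo1-1 at 37 °C on non-fermentable ethanol glycerol medium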
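S. cerevisiae fusion-defective temperature-sensitive mutants (e.g. fzo1-1, mgm1-5) grown 48 h at 37C in YPEG (ethanol/glycerol non-fermentable) medium with 23 nl compound per well; growth rescue read as CellTiterGlo luminescence.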
uPA surface inh = blocks generation of uPA at the cell surface | Potency, µM (doses to about 38.3 µM), without a hit: at the highest dose activity change, negative = inhibition, hits mostly inhibitors | 330,000 tested, 0.31% active | cell surface uPA generation assay, qHTS; active = well fitted inhibition curve with a large enough effect; inconclusive = small, poorly fitted or top-dose-only effect; inactive = no such curve, though single readings can be large or run the other way; tested in mouse RAW 264.7 cells; also: potency is read from the fitted curve at half-maximal effect; % is scaled to controls: 0 for no effect and ±100 for the full control effect; nearly all actives have a fitted effect of over 55% in size
Tb PFK block = blocks T. brucei phosphofructokinase | O15648 | T. brucei PFK, ADP-Glo luminescence | Potency, µM (highest dose often 57.5 µM), for the others: at the top dose activity, negative = inhibition, hits mostly inhibitors | 330,000 tested, 0.17% active | AID 485367;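 also: potency is read from the fitted curve at half-maximal effect; 0% = uninhibited 1x PFK enzyme wells and -100% = no-enzyme wells; nearly all actives have a fitted effect of over 60% in size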
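PFK 1.25 nM, F6P 0.5 mM, ATP 0.1 mM, 0.1 M TEA pH 8.0, 5 mM MgCl2, 0.01% Tween20, 0.1% BSA; 45 min RT. ADP-Glo readout. qHTS titration up to 57 uM; curves fitted, compounds curve-classed.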
TCR activator = activators of T cell receptors | Potency, µM (series often up to 9.22 µM), inactives show at the highest dose activation of IL-2 secretion, hits mostly activators | primary human leukocytes, anti-CD3, IL-2 HTRF, 48 h | 330,000 tested, under 10 active; also: % of control where 0% means no effect
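HTRF read-out of IL-2 secretion: europium cryptate donor excited at 320nm, d2 acceptor emission at 665nm. Cells were primary human leukocytes incubated 48 hr with compounds and a-CD3 beads, supplying TCR signal only.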
TSHR antagonist = antagonists of human thyroid stimulating hormone receptor; P16473; TSHR-expressing cells, TSH-stimulated cAMP HTRF, 2 h; hits give low values; activity change, negative = inhibition, % at 11.5 µM; 330,000 tested, 0.2% active;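 active = activity change below a set negative limit, meaning inhibition stronger than a set level, cut at about -70% in these data; inconclusive = activity change between two set negative limits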; also: % is scaled to controls: 0 for no effect and ±100 for the full control effect
Target sequence (P16473 whole entry, looked up): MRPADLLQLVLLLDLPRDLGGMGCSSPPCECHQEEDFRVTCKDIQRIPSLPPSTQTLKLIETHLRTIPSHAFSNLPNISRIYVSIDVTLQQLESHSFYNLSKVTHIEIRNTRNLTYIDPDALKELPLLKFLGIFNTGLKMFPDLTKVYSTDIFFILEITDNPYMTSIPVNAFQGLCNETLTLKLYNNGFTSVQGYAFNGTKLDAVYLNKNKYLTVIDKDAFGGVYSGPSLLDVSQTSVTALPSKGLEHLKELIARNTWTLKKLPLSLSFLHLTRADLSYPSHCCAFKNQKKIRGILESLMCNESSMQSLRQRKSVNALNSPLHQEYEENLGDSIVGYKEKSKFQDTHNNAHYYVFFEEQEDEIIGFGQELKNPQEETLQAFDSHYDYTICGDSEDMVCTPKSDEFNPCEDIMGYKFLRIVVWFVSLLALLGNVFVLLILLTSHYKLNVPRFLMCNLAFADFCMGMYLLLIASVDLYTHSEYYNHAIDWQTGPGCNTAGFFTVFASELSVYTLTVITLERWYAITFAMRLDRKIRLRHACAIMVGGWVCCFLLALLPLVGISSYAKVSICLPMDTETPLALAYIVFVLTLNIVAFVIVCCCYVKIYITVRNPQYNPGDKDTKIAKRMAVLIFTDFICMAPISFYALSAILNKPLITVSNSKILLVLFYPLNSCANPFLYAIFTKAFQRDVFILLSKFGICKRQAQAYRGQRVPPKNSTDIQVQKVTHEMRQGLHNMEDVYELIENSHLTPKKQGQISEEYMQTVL
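Antagonism was scored as loss of TSH-driven cAMP in TSHR cells, stimulated with 4nM TSH (EC80) for 2 hours at 37 deg C and detected by homogeneous HTRF competition immunoassay.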
Numbers without * were called inactive; u = inconclusive; x = not tested or not shown; [ ] = another dose, or the depositor's remark. Unless noted, calls follow the shape of the dose curve; as a rule, active = well fitted curve in the direction sought with a large enough effect; inconclusive = small, poorly fitted or top-dose-only effect, or another doubt; inactive = no such curve, though single readings can be large; an effect the other way counts as inactive or inconclusive.

Order of results – USP2a inh, B2AR arrestin, Eya2 phos inh, PTAP TSG101 blk, ELG1 DNA repair, Chronic BCR inh, Mito fusion act, uPA surface inh, Tb PFK block, TCR activator, TSHR antagonist
O=C(C[n+]1ccccn1)c1ccccc1
 : 0.0%, -1.0%, -6.3%, 0.7%, 8.8%, 7.5%, -1.6%, -5.0%, 1.5%, -2.1%, -14.4
OCCCn1c(-c2ccccc2)nc(=S)c2c1CCCC2
 : 2.9%, -0.3%, 19.2%, -5.3%, 0.0%, -2.8%, 4.9%, -0.5%, -0.5%, 5.4%, 39.3
O=C(O)c1nn(-c2cccc(Cl)c2)c(=O)cc1O
 : 2.3%, 0.1%, -3.9%, -0.8%, 0.3%, u, -6.7%, 0.1%, 2.1%, 1.3%, 1.3
O=C1CC(N2CCN(c3ccccn3)CC2)C(=O)N1CC(c1ccccc1)c1ccccc1 (configuration not stated)
 : -4.9%, 12.7%, -9.3%, -5.4%, 4.11µM*, u, -3.2%, 2.7%, -12.9%, -6.5%[46.1 µM], 42.0
CC(C)Sc1ccccc1C(=O)Nc1ccc2c(c1)n(C)c(=O)n2C
 : -0.9%, 0.1%, -1.7%, -4.5%, u, u, -2.4%, 2.7%, 4.1%, 1.5%, 11.5
Cc1ccc(C(=O)C2OC(=O)C(C)(C)C(=O)C2(C)C)cc1 (configuration not stated)
 : 1.9%, 0.0%, -15.9%, -0.1%, 6.7%, 2.5%, -6.5%, 8.6%, 3.9%, -2.0%, -4.5
O=C(CSc1nnc(-c2ccc(S(=O)(=O)N3CCOCC3)cc2)o1)c1ccccc1F
 : -0.7%, 0.2%, -12.0%, -3.8%, -2.0%, u, -1.3%, x, -0.4%, 4.1%, 9.7
CCCOc1ccc(-c2nnn(CC(=O)N3CCCC(C)C3)n2)cc1 (configuration not stated)
 : -5.1%, -0.3%, -2.6%, -12.8%, -18.1%, -21.2%, -5.3%, -25.9%, 4.9%, 11.1%, 1.2
COc1ccc(N=Nc2cnc(C)nc2-c2ccccc2)cc1
 : -1.0%, 0.0%, 3.9%, -7.4%, -21.4%, -1.5%, 9.8%, 18.9%, -2.7%, 1.5%, -12.6
Cc1ccc(NC(=O)N2CCCC2C(=O)NCC2CCCCC2)cc1 (configuration not stated)
 : -2.6%, -0.5%, -2.6%, 0.3%, 8.7%, 1.4%, -1.7%, 0.3%, 0.0%, 9.7%, 1.2
COc1ccccc1C1NC=C([N+](=O)[O-])C=C1[N+](=O)[O-] (configuration not stated)
 : 1.1%, -0.1%, -2.7%, -4.0%, -22.7%, 5.5%, 4.4%, -8.8%, -4.7%, -0.7%[46.1 µM], -0.6
CN(C)CCCNc1ncnc2oc(-c3ccccc3)c(-c3ccccc3)c12
 : -2.4%, 0.5%, -0.1%, -6.4%, u, -0.4%, -27.9%, -3.2%, 0.4%, -5.0%, -7.5
O=C(COc1ccccc1-c1ccccc1)N/N=C/c1cccnc1
 : -5.8%, -0.4%, -4.6%, -3.0%, -3.2%, u, 2.0%, u, -4.6%, -2.3%, -2.0
CC1CCN(S(=O)(=O)c2ccc(C(=O)N3CCCC(C(F)(F)F)C3)cc2)CC1 (configuration not stated)
 : -2.9%, -1.1%, -23.8%, -1.2%, -13.9%, 0.4%, 3.5%, -2.1%, 1.8%, -11.9%, 5.2
CCc1nnc(NC(=O)CS(=O)(=O)c2ccccc2)s1
 : 3.2%, -0.2%, 3.7%, -2.3%, 3.9%, u, -7.7%, 0.7%, 2.2%, 6.4%, -35.3
COc1ccc(NS(=O)(=O)c2cccc(C(=O)NCCCn3ccnc3)c2)cc1
 : 1.2%, -0.1%, 31.7%, 1.5%, -1.1%, 0.9%, -4.7%, 1.3%, 0.0%, 4.3%, 6.5
CCOC(=O)N1CCN(C(=O)CCS(=O)(=O)c2ccc(Br)s2)CC1
 : 0.2%, 0.1%, -14.0%, -2.8%, -3.0%, 4.3%, -0.1%, x, -0.3%, x, 3.4
COc1cc2c(cc1NC(=O)CSc1nnnn1-c1ccccc1)oc1ccccc12
 : -0.3%, -0.3%, 12.6%, 0.3%, -4.7%, -0.3%, 1.6%, -0.9%, 0.5%, -2.0%, 29.1
CC1CCN(S(=O)(=O)c2cccc(C(=O)NC3CCCCC3)c2)CC1
 : -0.2%, -0.7%, 1.1%, 0.2%, -13.7%, 0.1%, -3.6%, 1.5%, 0.8%, 2.7%, 4.1
CC(C)c1ccccc1NC(=S)NCc1nc2ccccc2[nH]1
 : 3.7%, -0.2%, -0.3%, 0.1%, -4.1%, u, -2.2%, -0.7%, -1.4%, 3.4%, 4.2
Cn1nc2sc3ccccc3n2c(=O)c1=O
 : -2.3%, 3.8%, -15.6%, -1.4%, 30.5%, -0.6%, -5.6%, 4.1%, -17.0%, -0.8%, 24.9
CC(=O)Nc1ccc(S(=O)(=O)NCCSCc2ccc(Cl)cc2Cl)cc1
 : 2.1%, -0.3%, -5.9%, -3.4%, u, u, 9.7%, -5.4%, 4.4%, -0.5%, 10.6
O=C(CSc1nnc(-c2cccc(F)c2)o1)N1CCCC1
 : -0.2%, 0.4%, 10.6%, -2.0%, u, 0.6%, 4.7%, 0.0%, 3.5%, -3.4%, 2.3
O=C(O)COc1ccccc1/C=N/NC(=O)CN1CCN(Cc2ccc(Cl)cc2)CC1
 : -0.8%, 0.3%, 5.1%, -5.2%, 20.3%, u, -7.2%, -6.8%, 1.3%, 2.4%, -3.3
CC(C)NC(=O)c1cc2n(n1)C(C(F)(F)F)CC(c1ccco1)N2 (configuration not stated)
 : -0.1%, 0.0%, -11.5%, -2.3%, 8.5%, u, 7.7%, 2.3%, -4.5%, -0.7%, -5.8
COc1ccc(CCNC(=O)C2CCN(C(=O)c3ccccc3)CC2)cc1
 : -0.2%, -0.9%, -15.7%, -3.3%, -24.5%, -1.0%, 2.4%, 5.0%, -3.5%, 1.4%, -0.9
CCOc1ccc(NC(=O)[C@@H]2CCC(=O)N2C2OC(=O)c3ccccc32)cc1 (some centres not stated)
 : 2.0%, -0.8%, -3.1%, 0.4%, -3.3%, -13.8%, 2.4%, -6.6%, 1.6%, -3.5%, -4.6
Cc1nc(-c2ccc(Cl)cc2)sc1C1(C)CC(c2c(Cl)cccc2Cl)=NO1 (configuration not stated)
 : 10.5%, -0.3%, -6.1%, -3.5%, 2.0%, u, -10.8%, 3.9%, 1.4%, -2.9%, -6.7
CC(=O)NC(Cc1ccccc1C)C(=O)NC1CCN(C(=O)c2ccc(C)cc2)CC1 (configuration not stated)
 : -1.0%, -0.9%, 2.3%, 2.6%, 5.5%, 0.0%, 2.1%, -2.7%, 1.2%, -7.3%, 5.3
CC(C)OC(=O)c1ccc(NC(=O)c2ccccc2)cc1
 : -0.9%, -0.3%, -8.0%, -1.0%, u, u, u, 3.6%, 0.0%, -2.4%[46.1 µM], 0.7
Cc1c(/C=C/C(=O)c2ccccc2O)cnn1C
 : 5.0%, 0.0%, -1.4%, -6.5%, u, u, 0.9%, -0.7%, 6.5%, -3.9%[46.1 µM], -7.6
COC(=O)c1ccc(CSc2nnc(NCc3ccccc3)s2)o1
 : -1.5%, 0.3%, 21.8%, -6.3%, 13.5%, -0.7%, 6.1%, -2.6%, -8.9%, 2.5%, 0.7
O=C(CSc1nc2ccccc2o1)Nc1nccs1
 : -0.8%, u, 7.2%, 0.2%, u, u, -3.3%, 2.1%, -7.1%, -2.1%, 6.3
CCC(C)C(NC(=O)C1CCC(C)CC1)C(=O)NCc1ccccn1 (configuration not stated)
 : -4.9%, -0.7%, -16.5%, 0.8%, -10.7%, 3.0%, 1.8%, -0.4%, -6.9%, -0.4%, -1.7
O=C(COC(=O)c1ccc2c(c1)C(=O)N(Cc1ccncc1)C2=O)Nc1cccc2ccccc12
 : -0.4%, -0.4%, 3.8%, -2.7%, u, -2.9%, -1.6%, -6.1%, -2.3%, 5.4%, -21.0

Compound activity as filed in PubChem BioAssay.
